# WT yeast gro inh – growth inhibition of WT strain, primary screen, mitochondrial fusion inhibitor project, WT and mutant strains, chemical genetic | AID 1362, 2008 | inhibition, % at 10 µM | hit rate 2.1% among 190,000 | mitochondrial fusion phenotypic screen; in the data active means inhibition above about 58%; tested in S. cerevisiae
# Rac1 GTP hydrolysis – MgcRacGAP GTPase-activating activity inhibitors, confirmation, biochemical, ADP Hunter fluorescence; inhibition, % at 30 µM, or IC50 in µM where a hit was titrated; Rac GTPase-activating protein 1 (Homo sapiens); MgcRacGAP-stimulated Rac1 GTP hydrolysis, ADP Hunter fluorescence; higher % means a stronger effect; GST-tagged Rac1 F28L mutant substrate; hit rate 0.6% among 340,000;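 active means first-screen hits whose inhibition reached a set limit at any dose in the follow-up dose series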;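 further: fluorescence reports GDP produced by GAP-driven GTP hydrolysis; strong numbers were not always called active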
# West Nile virus CPE – West Nile virus antiviral activity, cell-based, CPE readout (AID 1621) | CPE inhibition, % at 10 µM, or IC50 in µM where a hit was titrated | hit rate 0.02% among 290,000 | West Nile virus-infected cells, CPE inhibition; higher % means a stronger effect; in the data active means a potency from the dose series; further: strong numbers were not always called active
# bCat nuc transl – modulators of beta-catenin nuclear translocation, primary screen, imaging, HeLa cells, immunofluorescence, high-content. nuclear translocation activity, % at 5 µM. hit rate 0.3% among 190,000;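 active means nuclear translocation activity above 50% at 5 µM, with a well cell count of 50 or more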;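 further: per-cell ratio of nuclear to cytoplasmic median beta-catenin stain intensity; plate controls were DMSO negative control for no effect and GSK-3 inhibitor IX positive control for full effect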
#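 Technique: fluorescence imaging of beta-catenin antibody stain plus DAPI / Material: human HeLa cell line / Incubation: compound treatment 24 h, 37°C, 5% CO2 / Read-out basis: % activation of per-cell nuclear versus cytoplasmic median beta-catenin signal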
# Large T inhibition – SV40 large T antigen inhibitors, biochemical (AID 1903); hit rate 0.39% among 310,000; SV40 large T antigen ATPase/helicase inhibition assay; higher % means a stronger effect; inhibition, % at 20 µM, or IC50 in µM where a hit was titrated; in the data active means a potency from the dose series; further: strong numbers were not always called active
# RSV antiviral HEp-2 – RSV antiviral activity via CPE protection, HEp-2 cells, primary 10 µM value included (AID 2391); hit rate 0.13% among 310,000; HEp-2 cells, RSV-induced CPE inhibition; higher % means a stronger effect; one-dose CPE inhibition, % at 10 µM; IC50 in µM for titrated hits; in the data active means a potency from the dose series; further: strong numbers were not always called active
# Myeloid diff MLP – induction of myeloid progenitor differentiation, primary screen, cell-based, flow cytometry, MLPCN library | ER-HoxA9 myeloid progenitors, lysozyme-GFP differentiation | hit rate 1% among 360,000 | AID 624256, 2012 | calls only at 10 µM;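 active means normalized GFP-positive differentiation at or above the plate's own cutoff, the solvent-only control mean plus 3 SD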;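 further: cells exposed to compound for four days before flow analysis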
# Salmonella PhoP GFP – inhibitors of PhoP regulon expression, primary screen, Salmonella Typhimurium, GFP reporter (AID 1863); S. Typhimurium PhoP-regulated promoter GFP reporter, 4 h; higher % means a stronger effect; inhibition, % at 50 µM; hits with a dose series show IC50 in µM; hit rate 0.16% among 300,000;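 active means inhibition over 29.93%, a cutoff 3 SD above the screen mean, later confirmed by dose response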;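 further: 0% = low Mg2+ inducing control and 100% = high Mg2+ repressing control; strong numbers were not always called active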
# T cell modulator – modulators of CD8 T cell-vesicle binding, primary screen, mouse 2C CD8+ T cells, flow cytometry. 2C CD8+ T cell-vesicle binding; active compounds read low. calls only at 7 µM. hit rate 0.068% among 330,000. AID 2052, 2009;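 active means response, share of CD8 T cells binding vesicles, and their 90th percentile fluorescence all below set limits, cut at about 80% in these data, passing the limit was not always enough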
#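 Assay system: 2C TCR transgenic mouse naive CD8+ T cells, MACS-purified | Read-out: CD8+ gate FL2 mean fluorescence as % of same-row positive control | Signal: High-throughput flow cytometry with anti-B7-1 and anti-CD8 staining | Timing: Binding step 1.5 h, 37 °C, antibody labelling 20 min, ice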
# WT yeast gro inh mutant strain – further read-out of WT yeast gro inh, marked with its call; inhibition, %; mitochondrial fusion phenotypic screen, mutant strain inhibition
# bCat nuc transl cell count 5 µM – also measured in bCat nuc transl; calls as there; cell count; measured here: cell count, cytotoxicity flag
# T cell modulator vesicle-bound % – further read-out of T cell modulator, marked with its call; double positive events, %; measured here: CD8+ vesicle-bound cell fraction;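 binding gate set so that unloaded-vesicle control wells show 10% double positive cells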
# Myeloid diff MLP GFP+ MAC1+ % – also measured in Myeloid diff MLP; calls as there; GFP+ MAC1+ double positive, %; measured here: differentiation confirmed by MAC1 staining
# An asterisk follows results filed as active; i = inactive; · = no result given; + = active, no number.
SMILES,WT yeast gro inh,WT yeast gro inh mutant strain,Rac1 GTP hydrolysis,West Nile virus CPE,bCat nuc transl,bCat nuc transl cell count 5 µM,Large T inhibition,RSV antiviral HEp-2,Myeloid diff MLP,Myeloid diff MLP GFP+ MAC1+ %,Salmonella PhoP GFP,T cell modulator,T cell modulator vesicle-bound %
Cc1ccc2[nH]c3c(=O)n(CCCN4CCN(C)CC4)cnc3c2c1,1,-9,12%,-0.2%,-0.2,1123,7%,-1.8%,i,1.6,16%,i,24
O=C(COC(=O)c1cc(Br)ccc1O)Nc1ccc2c(c1)OCCO2,·,·,6%,·,·,·,5%,0.1%,i,1.1,-11%,i,23
O=C(COC(=O)/C=C/c1cccc(Cl)c1Cl)Nc1ccc2[nH]c(=O)[nH]c2c1,·,·,-6%,·,·,·,·,2.9%,i,0.5,·,i,38
CCOc1ccc(Br)cc1S(=O)(=O)N1CCCC1,-13,-1,9%,-0.2%,-1.6,1105,6%,1.6%,i,0.3,-3%,i,33
CC(C)(C)c1nnc(NS(=O)(=O)c2cc(Cl)ccc2Cl)s1,·,·,5%,0.0%,·,·,8%,3.9%,i,0.4,5%,i,63
CC(=O)Nc1ccc(N2C(=O)CC(Sc3nccc(C)n3)C2=O)cc1 (centres undefined),·,·,-1%,0.0%,·,·,14%,0.8%,i,0.4,-5%,i,55
O=C(CSc1nc2ccccc2n1Cc1ccccc1Cl)N/N=C/c1ccccc1C(=O)O,·,·,5%,-0.3%,0.4,1403,15%,0.2%,i,0.1,3%,i,32
Cc1ccc(NC(=O)c2ccc(S(=O)(=O)NCc3cccnc3)cc2)c(C)c1,·,·,-3%,-0.2%,·,·,-7%,-0.8%,i,0.7,-6%,i,33
O=C(CSc1ccccc1)NCCc1ccccc1,·,·,15%,0.7%,·,·,7%,1.0%,i,0.5,8%,i,58
O=C(Cc1ccc(-n2c(=O)c3ccccc3n(Cc3ccccc3Cl)c2=O)cc1)NCC1CCCO1 (centres undefined),-18,-8,13%,-0.5%,4.1,1055,19%,5.3%,i,0.4,-6%,i,40
Cc1cc(C(=O)COc2ccc(C#N)cc2)c(C)n1C1CC1,·,·,4%,·,·,·,14%,4.5%,i,0.7,1%,i,57
COc1ccc(CCN(C)CC(O)COC(c2ccc(F)cc2)c2ccc(F)cc2)cc1OC (centres undefined),·,·,3%,-0.4%,·,·,4%,16%,i,0.5,-8%,i,18
Cc1ccc(S(=O)(=O)N(C)CCCC(=O)NCc2ccc3c(c2)OCO3)cc1,-1,-2,11%,-0.3%,·,·,-1%,-0.5%,i,2.2,6%,i,52
Cc1ccc(C(=O)Cn2c(-c3ccccc3)noc2=O)cc1,-10,-13,0%,-0.3%,-2.7,983,26%,1.5%,i,0.3,3%,i,52
O=C(Cc1ccccc1)NNC(=O)c1ccccc1C(=O)O,·,·,-7%,0.4%,-1.2,1310,27%,-0.5%,i,0.1,1%,i,33
CCCC1CC(CCc2ccccc2)OS(=O)(=O)N1 (centres undefined),·,·,-1%,-0.5%,·,·,7%,0.8%,i,1.1,11%,i,22
CCCC(=O)NC(=S)Nc1cccc(C(C)=O)c1,19,18,7%,·,0.3,1402,0%,1.7%,i,0.5,6%,i,33
CC(C)(C)NC(=O)c1cc(Cl)ccc1[N+](=O)[O-],-5,-7,12%,-0.3%,-0.1,1133,-2%,0.9%,i,0.4,-4%,i,40
O=C(CN1c2ccccc2Sc2ccccc21)N/N=C/c1ccc(Cl)cc1,·,·,·,-0.1%,0.8,1286,7%,·,i,0.5,-11%,i,54
CNC(=O)C1CC(=O)N(c2ccc(C)cc2)C1 (centres undefined),14,5,5%,0.6%,-7.8,995,5%,0.3%,i,7.1,0%,i,26
CCNc1nc(SCC(=O)OC)nc(N(C)C)n1,4,1,7%,-0.1%,-3.1,1074,-1%,16%,i,1.6,2%,i,9
N#Cc1c[nH]n2c(=O)c3c(nc12)CCC3,-1,-21,4%,0.1%,-0.6,1499,4%,2.3%,i,0.1,-5%,i,31
S=c1[nH]nc(C2CCCCC2)n1/N=C/c1c(Cl)cccc1Cl,·,·,4%,-0.3%,·,·,1%,8.0%,i,0.7,7%,i,13
O=C(Cc1ccccc1)N1CCN=C1SCc1ccc([N+](=O)[O-])cc1,0,9,11%,-0.5%,-2.6,1124,10%,4.9%,i,0.3,5%,i,34
CCN(CC)S(=O)(=O)c1ccc(N2CCCC2)c(NC(=O)C2CCCCC2)c1,·,·,13%,0.1%,0.4,1363,6%,0.1%,i,0.3,·,i,58
COc1ccc(/C=C/C(=O)CC(O)(c2ccccc2)C(F)(F)F)cc1 (centres undefined),-3,-1,4%,0.9%,-0.4,1231,3%,16%,i,0.5,-7%,i,39
CCCCOC(=O)c1nc[nH]c1C(=O)OCCCC,-18,4,6%,-0.4%,0.1,1500,5%,0.5%,i,0.1,3%,i,13
COc1ccc(O)c(C2NC(CC(C)C)(C(=O)O)C3C(=O)N(Cc4ccccc4)C(=O)C23)c1 (centres undefined),4,7,8%,-0.2%,-1.1,1039,-6%,1.2%,i,0.9,4%,i,34
Cc1ccccc1Oc1ncccc1C(=O)/C(C#N)=C/N(C)C,7,17,-10%,0.3%,1.3,1011,4%,-0.8%,i,14,-5%,i,45
CCc1ccc(-c2nc(CS(=O)CC(=O)NCCCN3CCC(C)CC3)c(C)o2)cc1 (centres undefined),·,·,11%,0.8%,·,·,29%,0.2%,i,3.1,-10%,i,11
O=C(CSc1nc(-c2ccco2)cc(C(F)(F)F)n1)NCCCn1ccnc1,9,4,-5%,-0.6%,-0.2,1068,8%,1.7%,i,2.4,1%,i,41
CCOCCn1c(=O)c2c(nc3n2CCCN3Cc2ccccc2)n(C)c1=O,·,·,14%,0.0%,·,·,5%,2.2%,i,0.8,-2%,i,64
CCSC1=C(C#N)C(c2cccc(O)c2)CC(=O)N1 (centres undefined),16,10,14%,-0.1%,-1.0,1137,-1%,2.8%,i,2.0,0%,i,31
O=C(CN1C(=O)NC2(CCCc3ccccc32)C1=O)NCC(F)(F)F (centres undefined),·,·,3%,1.0%,·,·,1%,1.0%,i,0.3,-7%,i,43
CC(C(c1cccs1)c1c(N)n(C)c(=O)n(C)c1=O)[N+](=O)[O-] (centres undefined),·,·,8%,0.4%,1.2,1255,4%,·,i,0.7,2%,i,5
COc1ccc(C)cc1-n1c(-c2ccncc2)n[nH]c1=S,3,-35,3%,-0.3%,·,·,3%,1.1%,i,0.4,-9%,i,48
O=c1oc2ccccc2cc1NCc1ccccc1O,10,1,0%,-1.0%,0.7,1101,3%,1.4%,i,1.5,9%,i,22
O=Cc1cc2ccccc2nc1SCCCF,16,21,15%,1.0%,0.7,1054,11%,2.2%,+,·,0%,i,58
COc1ccc(CCNC(=O)CSc2nnc3ccc(-c4ccncc4)nn23)cc1,-10,1,6%,-1.1%,1.3,1033,12%,0.8%,i,0.9,1%,i,31
CCN(c1ccccc1)c1nc(C#N)nc(N(CC)c2ccccc2)n1,·,·,5%,0.3%,0.1,1365,4%,-2.7%,i,0.9,-6%,i,35
Cc1ccc(CN2CCCN(Cc3ccc(F)cc3Cl)S2(=O)=O)cc1,·,·,4%,-0.8%,·,·,19%,16%,i,0.3,6%,i,20
Cc1nnc(SCCCOc2ccccc2)nc1C,·,·,8%,-0.3%,·,·,17%,4.0%,i,1.5,-8%,i,49
C/C(=N\NC(=S)NC1CCCCC1)c1cccs1,71*,66*,-3%,-0.3%,0.0,905,12%,3.9%,i,0.9,1%,i,55
CCOC(=O)c1c(C)[nH]c(C(=O)NCCN2CCOCC2)c1C,·,·,4%,2.8%,·,·,2%,1.7%,i,0.6,7%,i,8
NNC(=O)c1csc(-c2ncc(C(F)(F)F)cc2Cl)n1,·,·,·,-0.4%,1.7,1323,6%,21%,i,0.2,7%,i,58
Cc1ccc[n+](CC(=O)Nc2ccc(Cl)c([N+](=O)[O-])c2)c1,·,·,16%,0.0%,·,·,1%,-1.1%,i,0.2,-6%,i,45
Cc1ccc(C(C)(c2ccc(N)cc2)c2ccc(N)cc2)cc1,·,·,-3%,·,·,·,3%,0.4%,i,0.6,·,i,41

# Entries from the list above that contain an aryl thioether with sulfur outside any ring, in the order listed:
SMILES,WT yeast gro inh,WT yeast gro inh mutant strain,Rac1 GTP hydrolysis,West Nile virus CPE,bCat nuc transl,bCat nuc transl cell count 5 µM,Large T inhibition,RSV antiviral HEp-2,Myeloid diff MLP,Myeloid diff MLP GFP+ MAC1+ %,Salmonella PhoP GFP,T cell modulator,T cell modulator vesicle-bound %
CC(=O)Nc1ccc(N2C(=O)CC(Sc3nccc(C)n3)C2=O)cc1 (centres undefined),·,·,-1%,0.0%,·,·,14%,0.8%,i,0.4,-5%,i,55
O=C(CSc1nc2ccccc2n1Cc1ccccc1Cl)N/N=C/c1ccccc1C(=O)O,·,·,5%,-0.3%,0.4,1403,15%,0.2%,i,0.1,3%,i,32
O=C(CSc1ccccc1)NCCc1ccccc1,·,·,15%,0.7%,·,·,7%,1.0%,i,0.5,8%,i,58
CCNc1nc(SCC(=O)OC)nc(N(C)C)n1,4,1,7%,-0.1%,-3.1,1074,-1%,16%,i,1.6,2%,i,9
O=C(CSc1nc(-c2ccco2)cc(C(F)(F)F)n1)NCCCn1ccnc1,9,4,-5%,-0.6%,-0.2,1068,8%,1.7%,i,2.4,1%,i,41
O=Cc1cc2ccccc2nc1SCCCF,16,21,15%,1.0%,0.7,1054,11%,2.2%,+,·,0%,i,58
COc1ccc(CCNC(=O)CSc2nnc3ccc(-c4ccncc4)nn23)cc1,-10,1,6%,-1.1%,1.3,1033,12%,0.8%,i,0.9,1%,i,31
Cc1nnc(SCCCOc2ccccc2)nc1C,·,·,8%,-0.3%,·,·,17%,4.0%,i,1.5,-8%,i,49

# Bioassay records as filed in PubChem.
